Source: PubChem BioAssay (several laboratories)
NPY-Y2 PAM-ag: potentiators or agonists of human neuropeptide Y receptor Y2. P49146. cells expressing NPY-Y2, potentiator/agonist read-out. activation, % at 3.6 µM. 220,000 compounds, 0.45% hits; in the data active = activation above about 27%;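 note: cells stimulated with NPY near EC25 plus isoproterenol at EC100; 0% = vehicle plus submaximal agonist and 100% = vehicle plus saturating agonist; some results beyond the cut were filed as inactive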
Target sequence (P49146 whole entry, looked up): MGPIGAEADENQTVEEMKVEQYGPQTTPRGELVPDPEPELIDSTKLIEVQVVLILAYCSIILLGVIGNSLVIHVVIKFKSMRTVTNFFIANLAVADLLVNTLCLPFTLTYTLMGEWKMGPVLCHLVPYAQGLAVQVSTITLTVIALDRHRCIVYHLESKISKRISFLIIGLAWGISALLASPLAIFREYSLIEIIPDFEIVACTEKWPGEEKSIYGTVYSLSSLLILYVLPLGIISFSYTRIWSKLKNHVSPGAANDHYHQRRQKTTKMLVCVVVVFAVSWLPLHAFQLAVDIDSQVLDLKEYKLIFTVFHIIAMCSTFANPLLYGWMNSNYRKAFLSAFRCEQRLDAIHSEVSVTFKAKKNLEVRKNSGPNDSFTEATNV
Wee1 stabilizer: blocks degradation of human Wee1 kinase | AID 1321 | HeLa Luc-Wee1K328M stability, luciferase luminescence; 100% = proteasome inhibitor MG132 effect | 220,000 compounds, 1.2% hits | P30291 | reporter increase, % at 5 µM;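 active = activation above the mean of all tested compounds plus 3 SD, set per screening run, cut at about 8.8% in these data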;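 note: cells exposed to compound for 20 h before luminescence read; 0% = DMSO alone and 100% = MG132 at 30 µM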
eIF4E 4G PPI: inhibitors of eIF4E and eIF4G interaction in translation initiation. AID 782. 220,000 compounds, 0.37% hits. TR-FRET eIF4E-eIF4GI(517-606) binding, 2 h. P63073+Q04637. inhibition, % at 21.7 µM;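 active = inhibition above about 30%, limit read from the data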;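 note: 0% = full FRET control wells and 100% = background wells lacking eIF4GI fragment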
PERK inh: blocks human PERK kinase; Q9NZJ5; CHO PERK-DD fusion, SEAP luminescence translation reporter; inhibition, % at 5.6 µM; 220,000 compounds, 0.17% hits;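 active = inhibition above the mean inhibition of all tested compounds plus 3 SD, set separately per screening campaign, cut at about 2.9% in these data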;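 note: PERK kinase domain activated by AP20187 dimerizer at 100 nM; 0% = DMSO with dimerizer and 100% = rapamycin at 8.4 µM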
BaF3 parental: reduces parental Ba/F3 cell viability, JAK2V617F counter-screen; CellTiter-Glo ATP luminescence; inhibition, % at 5.6 µM; 220,000 compounds, 1.1% hits;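 active = inhibition above a per-campaign cutoff, the mean inhibition of all tested compounds plus 3 SD, cut at about 27% in these data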;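 note: 0% = DMSO wells and 100% = JAK Inhibitor I control wells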
S1P4 antagonist: human S1P4 receptor antagonism. S1P4-expressing cells, antagonist mode, reporter read-out. 220,000 compounds, 0.26% hits. inhibition, % at 4.98 µM. AID 1510. O95977; in the data active = inhibition above about 29%;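 note: 0% = wells stimulated with agonist and 100% = vehicle wells without agonist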
Target sequence (O95977 whole entry, looked up): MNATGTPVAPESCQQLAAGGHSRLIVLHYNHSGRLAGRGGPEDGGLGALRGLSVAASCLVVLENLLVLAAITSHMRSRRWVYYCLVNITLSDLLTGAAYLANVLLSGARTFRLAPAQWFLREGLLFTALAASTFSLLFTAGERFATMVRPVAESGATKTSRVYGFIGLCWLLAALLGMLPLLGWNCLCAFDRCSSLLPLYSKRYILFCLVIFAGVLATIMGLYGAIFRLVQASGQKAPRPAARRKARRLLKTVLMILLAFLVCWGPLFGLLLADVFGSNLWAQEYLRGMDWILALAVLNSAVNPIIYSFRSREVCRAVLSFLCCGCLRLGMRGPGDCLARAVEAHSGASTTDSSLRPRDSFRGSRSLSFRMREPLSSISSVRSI
Ba/F3 V617F tox: loss of viability in JAK2V617F-driven Ba/F3 cells. inhibition, % at 5.6 µM. AID 1446. 220,000 compounds, 1.1% hits. Ba/F3 EpoR-JAK2V617F viability, ATP luminescence;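 active = inhibition above the campaign mean plus 3 SD over all tested compounds, cut at about 24% in these data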;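 note: cytokine-independent growth of Ba/F3 cells driven by EpoR plus mutant JAK2; 0% = DMSO-treated cells and 100% = JAK inhibitor I control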
S1P4 ag: activates the human S1P4 receptor; activation, % at 4.98 µM; O95977; AID 1509; 220,000 compounds, 0.35% hits; S1P4-expressing cell line, agonist reporter assay; in the data active = activation above about 11%;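 note: 0% = DMSO vehicle and 100% = reference agonist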
Mdm2 ligase inh: Mdm2 E3 ligase (human) inhibition; cell-based MDM2 ubiquitination luciferase reporter, 2 h; 0 = plate control, 100 = twice control, blank-subtracted; signal enhancement, % at 5 µM; 210,000 compounds, 0.11% hits;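 active = signal enhancement of 30% or more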;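 note: luminescence tracks abundance of the self-degrading MDM2-luciferase fusion protein; higher signal means inhibition of MDM2 E3 ligase activity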
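Assay system: mammalian cells stably expressing self-ubiquitinating, self-degrading MDM2 E3–luciferase fusion. Quantity: 2000 cells in each well. Medium: DMEM culture medium. Compound dosing: single-point 5 µM. Timing: cell settling 4 h, compound treatment 2 h, both 37 °C. Technique: luciferase luminescence. Read-out basis: percent signal gain over controls, blank-subtracted. Benchmarks: plate controls and plate blanks.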
Active calls of the source: *; nt = no result given; [ ] = another dose, or the depositor's remark.

No.	Molecule	NPY-Y2 PAM-ag	Wee1 stabilizer	eIF4E 4G PPI	PERK inh	BaF3 parental	S1P4 antagonist	Ba/F3 V617F tox	S1P4 ag	Mdm2 ligase inh
1	COC(=O)CSc1nnc(CSc2nc(C)cc(C)n2)o1	-10	2	1[fluorescence artefact?]	0.1	4	8	4	0.3	-13
2	O=C(CCc1ccccc1)N1CCN(c2ccc(F)cc2)CC1	-8	0	0	-0.3	0	1	1	1.4	-16
3	O=C(NCCc1c[nH]c2ccccc12)/C(=C\c1cccnc1)NC(=O)c1ccccc1F	1	3	-2	0.7	-2	-4	-3	0.7	5
4	C=CCNc1nc(SC)nc2ccsc12	4	3	1	-0.4	6	-6	5	-2.6	-1
5	COc1cccc(N2CCN(C(=O)c3[nH]c(C)c(C(C)=O)c3C)CC2)c1	-8	3	-5	-1.7	35*	-5	21	1.7	-15
6	COc1ccc(OC)c(C2=C/C(=C/c3ccccn3)C(=O)O2)c1	4	-2	-3	1.1	5	4	-1	1.9	-12
7	CCn1nc(NC(=O)c2ccccn2)c2cc3cccc(C)c3nc21	-1	-2	4	-0.2	3	2	1	1.2	-4
8	C=CCn1c(O)c(N=NC(=S)Nc2cccc(OC)c2)c2ccccc21	15	1	4[fluorescence artefact?]	-1.4	2	7	-4	0.1	-1
9	COC(=O)CCC(=O)COc1ccc(OC)cc1C#N	2	-2	0	0.6	2	7	-1	1.9	-10
10	Cc1ccc2cc(CN(CCN(C)C)C(=S)Nc3ccccc3)c(=O)[nH]c2c1C	4	-1	0	-0.2	5	-15	-5	5.2	-9
11	CC(=O)c1ccc(NC(=O)C2CCCN(C(=O)c3ccc(Cl)cc3)C2)cc1 (centres undefined)	28*	2	-3	0.2	10	4	0	-3.6	-3
12	COc1ccccc1N(CC(=O)NCc1cccnc1)S(C)(=O)=O	7	-3	-2	2.2	0	7	-1	0.3	-19
13	CSC1=NCCN1S(=O)(=O)c1ccc(NC(C)=O)cc1	3	-3	0	0.4	2	-4	-2	-0.3	-17
14	CCOC(=O)c1c(N2C(=O)Nc3ccccc3N2O)sc2c1CCCC2	5	-1	7	0.7	3	-19	1	-0.2	-6
15	C=C(C)CN(CC)CCC(=O)Nc1ccc(OC)cc1OC	1	-1	7	-0.4	1	-10	-6	0.5	-21
16	COCC1CCN(Cc2nc(COc3ccccc3)no2)C1 (centres undefined)	1	0	-1	1.6	0	-9	-2	1.1	6
17	CCOc1ccc(-n2c(Cc3cc(=O)[nH]c(=O)[nH]3)nnc2SCC)cc1	12	0	-4	0.7	6	-13	4	0.1	-23
18	CN(C)/C=C(\C=O)c1ncc(C(F)(F)F)cc1Cl	-3	2	2	0.7	-1	12	-4	-2.9	6
19	CCOC(=O)c1ccc(N/C=C\C(=O)c2cccc(OC)c2)cc1	2	3	6	0.6	8	-6	-4	-2.1	-2
20	COc1ccc(NC(=O)C2=C(C)C(=O)OC23CCC(C)CC3)cc1Cl (centres undefined)	58*	2	3	-1.1	2	-1	0	1.6	-2
21	CC1=Nc2ccccc2/C1=C/c1nc(-c2ccc(C)s2)oc1O	4	7	-5	0.5	9	-21	4	-0.6	0
22	O=C(NC(=S)Nc1cc(Cl)ccc1N1CCOCC1)c1ccc(-c2cccc(Cl)c2)o1	-9	8	3	1.9	-2	-4	-4	-1.7	-9
23	Cc1c(Cl)ccc2c1NC(=O)C21NC(CCC(N)=O)[C@H]2C(=O)N(c3ccc(Cl)cc3)C(=O)[C@H]21 (some centres undefined)	-5	-2	1	0.4	6	-12	-1	-0.6	-11
24	Cc1ccc(S(=O)(=O)CCc2ccccn2)cc1	13	0	4	1.9	4	-4	-2	-0.1	0
25	CC(C)/C=N/NC(=O)c1cccc(N2CCCC2=O)c1	7	0	3	0.3	4	-5	0	0.5	-10
26	C=CCc1ccccc1OCC(O)CN(C(C)C)C(C)C (centres undefined)	97*	2	6[fluorescence artefact?]	-0.3	4	-3	1	0.1	-5
27	COc1ccc(N2C(=O)CC(n3c(CCCCO)nc4ccccc43)C2=O)cc1 (centres undefined)	-1	1	-5	0.6	2	4	2	3.9	-22
28	CC1Cc2ccccc2N1C(=O)CSc1nnc2c(n1)[nH]c1ccc(F)cc12 (centres undefined)	-1	4	-1	0.0	3	7	-2	-0.4	nt
29	O=C(NC1CCCC1)C(c1ccc(F)cc1)N(Cc1ccc(F)cc1)C(=O)CCl (centres undefined)	5	-3	4	0.4	5	-7	-1	1.3	-6
30	CCOC(=O)N1CCN(C(=O)C2CCC(CNS(=O)(=O)c3ccccc3)CC2)CC1 (centres undefined)	-7	3	nt	-0.9	0	-15	0	1.4	-12

Just PERK inh and NPY-Y2 PAM-ag (two entries from above):
| # | compound | PERK inh | NPY-Y2 PAM-ag |
| --- | --- | --- | --- |
| 5 | COc1cccc(N2CCN(C(=O)c3[nH]c(C)c(C(C)=O)c3C)CC2)c1 | -1.7 | -8 |
| 18 | CN(C)/C=C(\C=O)c1ncc(C(F)(F)F)cc1Cl | 0.7 | -3 |

Two of these compounds, reformatted:
25	CC(C)/C=N/NC(=O)c1cccc(N2CCCC2=O)c1
23	Cc1c(Cl)ccc2c1NC(=O)C21NC(CCC(N)=O)[C@H]2C(=O)N(c3ccc(Cl)cc3)C(=O)[C@H]21 (some centres undefined)

entry no.,25,23
NPY-Y2 PAM-ag,7,-5
Wee1 stabilizer,0,-2
eIF4E 4G PPI,3,1
PERK inh,0.3,0.4
BaF3 parental,4,6
S1P4 antagonist,-5,-12
Ba/F3 V617F tox,0,-1
S1P4 ag,0.5,-0.6
Mdm2 ligase inh,-10,-11

Further results.
No.	Molecule	NPY-Y2 PAM-ag	Wee1 stabilizer	eIF4E 4G PPI	PERK inh	BaF3 parental	S1P4 antagonist	Ba/F3 V617F tox	S1P4 ag	Mdm2 ligase inh
31	COc1ccc(NC(=O)CSCCc2ccccn2)cc1OC	-5	1	-2	1.4	2	2	1	-0.1	nt
32	Nc1ccc(C(=O)OC2CCOC2=O)cc1[N+](=O)[O-] (centres undefined)	-7	0	6	1.5	2	-3	0	-0.4	2
33	O=c1cc(CN2CCCCCC2)nc2sccn12	0	8	3	0.6	6	12	0	2.1	-8
34	Cc1ccnc(NC(=O)c2ccoc2C)c1	1	-1	4	0.2	10	-3	7	0.0	-6
35	CN(C)C(=S)SCC(=O)NCc1ccc(F)cc1	19	-2	2	0.3	5	-10	-2	1.5	-7
36	N#CC1=C(SCC(N)=O)NC2=C(C(=O)c3ccccc32)C1c1ccc(Cl)cc1 (centres undefined)	25	-2	-1	0.9	6	-11	-1	1.4	-6
37	CC1CCCC(C)N1CCCNC(=O)c1cc2c(=O)n(C)c3ccccc3c2n1C (centres undefined)	19	-1	0	-0.1	-3	-6	-1	-0.7	-9
38	COc1ccc(/C=N/NC(=O)c2ccc(N(C)S(=O)(=O)c3ccccc3)cc2)c(OC)c1	-5	0	-3	0.0	7	-9	1	1.2	-5
39	CCn1ncc(/C=N\NC(=O)COc2ccccc2)c1C	-7	-3	-13	0.7	3	-16	3	1.2	4
40	O=C1c2ccccc2-c2c1nc1c([n+]2[O-])CCCC1	-4	0	-2	0.3	5	-2	2	2.1	-16
41	COc1cc(/C=N\n2nnnc2N)ccc1OCc1ccc(F)cc1	-21	0	3	-0.9	14	3	7	3.1	-9
42	C=CCN(C(=O)CNC(=O)c1ccco1)C(C(=O)NC1CCCC1)c1cccs1 (centres undefined)	-9	-2	5	-0.1	3	-2	-1	0.9	-17
43	CCCc1nc2ccc(NC(=O)NCCC(=O)OCC)cc2c(=O)n1Cc1cccc(Cl)c1	-23	17*	4	0.2	6	0	0	-0.3	-8
44	CC(=O)NCCn1c(SCc2ccccc2F)nc2ccccc2c1=O	102*	-2	-6[fluorescence artefact?]	-0.3	-1	2	-3	0.6	-4
45	O=C(CCc1ccc(S(=O)(=O)N2CCOCC2)cc1)Nc1ccc2ccccc2c1	4	-1	-8	-0.6	5	4	1	-1.2	9
46	COc1ccc2nc(/C(C#N)=C\c3ccc(Oc4ccc([N+](=O)[O-])cn4)cc3)[nH]c2c1	4	0	5	-0.5	3	12	-3	-2.0	-6
47	CCS(=O)(=O)N1Cc2ccccc2CC1C(=O)Nc1nnc(SCc2ccc(F)cc2)s1 (centres undefined)	-15	9.1*	-13	-0.4	7	0	5	-0.2	-10
48	CCC(=O)N1CCc2cc(S(=O)(=O)NCCC(=O)N3CCN(Cc4ccccc4)CC3)ccc21	-7	4	1[fluorescence artefact?]	-0.4	1	-22	-2	0.9	-5
49	CCOc1ccc(NC(=S)Nc2ccccc2C2CC2)cc1	-3	4	-4	0.9	81*	-2	1	1.3	6
50	CCCN(CCC)CCCNc1ccc(C(=O)Nc2cccc(OC)c2)cc1[N+](=O)[O-]	11	5	1	0.4	4	-3	3	-1.0	-9
51	O=C(CCc1nc2cccnc2n1Cc1ccccc1)N1CCOCC1	-13	2	-14[fluorescence artefact?]	-0.9	6	-1	2	1.4	-8
52	CC(=O)N1CCN(S(=O)(=O)c2cccc(C(=O)NC3CCCc4ccccc43)c2)CC1 (centres undefined)	-27	-2	-1[fluorescence artefact?]	0.0	8	-4	2	-0.2	-20
53	CC(=O)Cc1nsc(Nc2ccc(C)cc2)n1	0	6	2	-0.1	1	-5	-1	1.0	38*
54	COC(=O)c1nn(-c2ccccc2)c(Sc2ccccc2)c1/C=N/O	5	0	8	0.9	8	-9	-1	-1.9	-4
55	CCOC(=O)c1cc2sccc2n1Cc1ccccc1	6	-1	-6	1.1	1	-4	0	2.2	0
56	CO/N=C(\Cn1ncc(N2CCCC2)c(Cl)c1=O)c1ccc(Cl)cc1	-12	0	0	-1.7	3	-1	3	1.2	-18
57	CCOC(=O)C1CCCCN1Cc1ccc(C(F)(F)F)cc1 (centres undefined)	-6	-2	7	0.3	5	-9	-1	0.7	-10
58	COc1ccc(/C=N/NC(=O)CCOc2ccccc2C)cc1OC	13	3	7	0.0	3	-3	-2	0.4	-17
59	Cc1ccc(-n2c(=S)[nH]c3nc4c(cc3c2=O)COC(C)(C)C4)cc1	2	-2	-4	0.3	4	-12	0	-0.1	-16
60	Cc1cc(C)c2cc(C(=O)N3CCc4ccccc4C3)[nH]c2c1	-40	-2	3	-0.8	-2	-3	-3	-0.3	-8
61	COc1ccc(OC)c(C2C(C(N)=O)=C(C)Nc3nc(CCCO)nn32)c1 (centres undefined)	-4	0	-1	-0.5	0	-8	-2	0.4	-26
62	CCOC(=O)c1cnc2cc3c(cn2c1=O)CCCC3	16	-2	nt	-0.5	2	-14	0	-0.9	-6

3 compounds from above, arranged by heavy-atom count, rising.
No.	Molecule	NPY-Y2 PAM-ag	Wee1 stabilizer	eIF4E 4G PPI	PERK inh	BaF3 parental	S1P4 antagonist	Ba/F3 V617F tox	S1P4 ag	Mdm2 ligase inh
60	Cc1cc(C)c2cc(C(=O)N3CCc4ccccc4C3)[nH]c2c1	-40	-2	3	-0.8	-2	-3	-3	-0.3	-8
59	Cc1ccc(-n2c(=S)[nH]c3nc4c(cc3c2=O)COC(C)(C)C4)cc1	2	-2	-4	0.3	4	-12	0	-0.1	-16
44	CC(=O)NCCn1c(SCc2ccccc2F)nc2ccccc2c1=O	102*	-2	-6[fluorescence artefact?]	-0.3	-1	2	-3	0.6	-4
